WRN inhibitor = qHTS for Inhibitors of WRN Helicase. Bifunctional 3'-5' exonuclease/ATP-dependent helicase WRN (Homo sapiens), Q14191. WRN helicase unwinding, fluorescent forked duplex, kinetic. Potency, µM (top dose mostly 114 µM), without a hit: at the top dose activity change, negative = inhibition, hits mostly inhibitors. actives 0.46% (n = 360,000); also: potency is read from the fitted curve at half-maximal effect; % is scaled to controls: 0 for no effect and ±100 for the full control effect; nearly all actives have a fitted effect of over 55% in size
Target sequence (Q14191 whole entry, looked up): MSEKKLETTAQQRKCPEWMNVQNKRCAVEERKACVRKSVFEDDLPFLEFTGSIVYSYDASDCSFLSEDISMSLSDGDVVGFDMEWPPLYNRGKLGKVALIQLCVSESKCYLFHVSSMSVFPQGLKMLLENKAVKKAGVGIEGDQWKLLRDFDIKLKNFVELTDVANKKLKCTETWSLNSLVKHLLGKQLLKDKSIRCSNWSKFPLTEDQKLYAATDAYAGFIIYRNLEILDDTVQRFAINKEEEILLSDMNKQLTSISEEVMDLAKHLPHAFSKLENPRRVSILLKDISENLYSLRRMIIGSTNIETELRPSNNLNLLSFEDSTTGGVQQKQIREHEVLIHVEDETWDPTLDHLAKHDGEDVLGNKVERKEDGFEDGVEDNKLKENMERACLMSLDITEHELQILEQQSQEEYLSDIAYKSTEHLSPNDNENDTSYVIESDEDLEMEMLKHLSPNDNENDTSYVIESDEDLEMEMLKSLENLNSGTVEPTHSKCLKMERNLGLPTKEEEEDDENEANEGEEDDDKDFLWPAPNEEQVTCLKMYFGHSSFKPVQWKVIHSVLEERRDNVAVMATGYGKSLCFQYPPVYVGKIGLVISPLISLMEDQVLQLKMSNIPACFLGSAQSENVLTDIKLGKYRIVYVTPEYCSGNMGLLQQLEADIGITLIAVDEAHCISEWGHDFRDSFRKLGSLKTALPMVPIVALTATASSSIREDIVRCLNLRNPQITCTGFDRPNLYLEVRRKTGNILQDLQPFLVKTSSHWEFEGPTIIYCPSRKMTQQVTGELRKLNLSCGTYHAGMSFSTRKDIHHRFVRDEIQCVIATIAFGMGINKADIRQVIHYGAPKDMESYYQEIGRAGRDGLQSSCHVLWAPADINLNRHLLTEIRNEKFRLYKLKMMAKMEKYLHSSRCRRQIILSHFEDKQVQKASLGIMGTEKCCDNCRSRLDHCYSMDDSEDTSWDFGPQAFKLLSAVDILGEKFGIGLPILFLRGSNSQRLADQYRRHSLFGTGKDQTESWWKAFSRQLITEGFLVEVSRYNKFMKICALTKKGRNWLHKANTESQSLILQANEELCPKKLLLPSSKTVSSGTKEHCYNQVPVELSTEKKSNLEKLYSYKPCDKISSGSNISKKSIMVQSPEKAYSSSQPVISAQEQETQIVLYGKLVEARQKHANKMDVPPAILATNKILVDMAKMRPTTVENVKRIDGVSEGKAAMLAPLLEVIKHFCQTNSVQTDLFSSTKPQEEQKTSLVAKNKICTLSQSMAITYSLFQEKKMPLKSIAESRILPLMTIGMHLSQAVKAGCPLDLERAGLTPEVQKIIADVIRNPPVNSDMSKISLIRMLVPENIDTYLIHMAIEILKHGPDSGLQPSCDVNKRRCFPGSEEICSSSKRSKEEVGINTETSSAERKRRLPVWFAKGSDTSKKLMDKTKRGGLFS
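Kinetic fluorescence helicase assay: unwinding of a quenched forked DNA duplex (100 nM final) with 2 mM ATP final raises red fluorescence (525/598 nm). Compounds sat 15 min at room temperature with 20 nM WRN beforehand.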
IL-1B inflam inh = qHTS for Inhibitors of Inflammasome Signaling: IL-1-beta AlphaLISA Primary Screen; THP-1 LPS/ATP IL-1B secretion, AlphaLISA, 16 h; hits give low values; activity change, % at 57.5 µM; actives 4.7% (n = 360,000); AID 743279, 2014; in the data active = activity change below about -50%; inconclusive = mostly about -30% to -49%; also: % is scaled to controls: 0 for no effect and ±100 for the full control effect
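Secreted IL-1B measured by AlphaLISA bead assay after 16 h compound exposure of THP-1 cells; compounds (final up to 57.5 uM) added 1 h before LPS (250 ng/mL) and ATP (1.25 mM) stimulation; lower signal means less secretion.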
SW480 rerep = A quantitative high throughput screen for small molecules that induce DNA re-replication in SW480 colon adenocarcinoma cells; SW480 DNA re-replication, Hoechst DNA content imaging, 48 h; actives 1.8% (n = 340,000); Potency, µM (doses to about 46.1 µM), for inactives: top-dose re-replication activation, usual class: activators; AID 624297, 2012; also: potency is read from the fitted curve at half-maximal effect; % of control where 0% means no effect; nearly all actives have a fitted effect of over 55% in size
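Hoechst fluorescence of nuclei (405 nm excitation, 500-530 nm emission) measured by plate-scanning imager after 48 hr compound exposure at 37 C; re-replication scored as increased number of nuclei with elevated intensity.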
HT1080-NT tox = qHTS for induction of synthetic lethality in tumor cells producing 2HG: qHTS for the HT-1080-NT fibrosarcoma cell line. HT-1080-NT fibrosarcoma viability, CellTiter-Glo ATP luminescence, 48 h. Potency, µM (top dose mostly 46.1 µM), for the others: at the top dose activity, negative = less viability, actives largely listed as cytotoxic. actives 1.6% (n = 360,000). AID 686970, 2013;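 also: NT is the 2HG producing partner of a matched IDH1 knockdown line; potency is read from the fitted curve at half-maximal effect; 0% = DMSO-treated cells and -100% = media-only wells without cells; nearly all actives have a fitted effect of over 55% in size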
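HT-1080-NT; 750 cells/well; 5% FBS RPMI; 48 h compound, 37 degrees C; CellTiter-Glo luminescence; curve fitting and curve-class assignment.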
MCF10A rerep = A quantitative high throughput screen for small molecules that induce DNA re-replication in MCF 10a normal breast cells. MCF 10A DNA re-replication, Hoechst nuclear intensity, 48 h. Potency, µM (titrated, usually from 46.1 µM), inactives show at the top dose activity, positive = re-replication, actives largely listed as activators. actives 2.9% (n = 350,000); also: potency is read from the fitted curve at half-maximal effect; % of control where 0% means no effect; nearly all actives have a fitted effect of over 50% in size
HT1080 IDH1KD tx = qHTS for induction of synthetic lethality in tumor cells producing 2HG: qHTS for the HT-1080-IDH1KD cell line | HT-1080 IDH1 knockdown viability, ATP luminescence, 48 h | Potency, µM (titrated, usually from 46.1 µM), without a hit: at the top dose activity, negative = toxicity, actives largely listed as cytotoxic | actives 2% (n = 360,000);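 also: potency is read from the fitted curve at half-maximal effect; 0% = DMSO wells and -100% = cell-free medium wells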
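IDH1KD HT-1080 cells, 750/well, RPMI + 5% FBS; compound pinned after 2 h settling; 48 h, 37 °C; CellTiter-Glo luminescence; % activity normalised to DMSO and no-cell wells; curves fitted, classed by r2 and efficacy.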
KB-3-1 cytotox = qHTS assay for MDR1-selective chemotherapeutics: Primary screen using the parental adenocarcinoma cell KB-3-1; KB-3-1 viability, CellTiter-Glo ATP luminescence, 72 h; Potency, µM (highest dose often 46.1 µM), for the others: at the top dose activity change, negative = cytotoxic, hits mostly cytotoxic; actives 1.4% (n = 400,000); AID 1347075, 2019; also: potency is read from the fitted curve at half-maximal effect; % is scaled to controls: 0 for no effect and ±100 for the full control effect; nearly all actives have a fitted effect of over 60% in size
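Here the drug-naive KB-3-1 line serves as comparator for MDR sub-line selectivity; cells received compound titrations, 72 h at 37 °C, then CellTiter-Glo readout.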
ATXN2 expr inh = Primary qHTS for Inhibitors of ATXN expression; HEK-293 ATXN2-luciferase reporter, luminescence, 24 h; Potency, µM (highest dose often 57 µM), for inactives: at the top dose activity change, negative = inhibition, usual class: inhibitors; actives 0.72% (n = 360,000); also: potency is read from the fitted curve at half-maximal effect; % is scaled to controls: 0 for no effect and ±100 for the full control effect; nearly all actives have a fitted effect of over 55% in size
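ATXN2-luciferase reporter cells (luciferase flanked by upstream and downstream ATXN2 gene portions) were treated 24 h at 37 °C with compounds at up to 57 uM. SteadyGlo luminescence gave expression; GF-AFC fluorescence gave viability.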
KB-V1 cytotox = qHTS assay for MDR1-selective chemotherapeutics: Primary screen using the drug-selected MDR subline cells KB-V1. Potency, µM (highest dose often 46.1 µM), inactives show at the top dose activity change, negative = cytotoxicity, usual class: cytotoxic. AID 1347076, 2019. actives 3.4% (n = 400,000). KB-V1 MDR cells viability, CellTiter-Glo, 72 h; also: potency is read from the fitted curve at half-maximal effect; % is scaled to controls: 0 for no effect and ±100 for the full control effect; nearly all actives have a fitted effect of over 60% in size
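Cytotoxicity toward P-gp-expressing KB-V1 cells was determined as loss of CellTiter-Glo luminescence after 72 h at 37 degrees C. Compounds were tested in quantitative HTS format across a concentration range, with curves fitted to normalized data.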
An asterisk follows results filed as active; ? = inconclusive; · = not tested or not shown; & = joins results of further samples; [ ] = remark or other dose. Unless noted, calls follow the shape of the dose curve; as a rule, active = well fitted curve in the direction sought with a large enough effect; inconclusive = small, poorly fitted or top-dose-only effect, or another doubt; inactive = no such curve, though single readings can be large; an effect the other way counts as inactive or inconclusive. Hits appear at their usual frequency. Share with any hit: about 12%.

SMILES,HT1080-NT tox,SW480 rerep,ATXN2 expr inh,MCF10A rerep,IL-1B inflam inh,KB-V1 cytotox,HT1080 IDH1KD tx,WRN inhibitor,KB-3-1 cytotox
O=S(=O)(c1ccc(NC(=S)NCCc2ccccc2)cc1)N1CCOCC1,-7%,7%,-5%,14%,44,16%,1%,-18%[57.1 µM],-3%
COc1ccc(CNC(=O)c2cc(-c3cccs3)on2)cc1,4%[9.24 µM],-9%,-25%,1%,17,-1%,-24%,-11%,-13%
CCOC(=O)C(Cc1ccccc1)(Cc1ccccc1)C(C)=O,8%,-3%,6%,14%,-7,-5%,5%,2%,8%
Cc1cc(C)nc(N/N=C/c2c[nH]c3ccccc23)n1,2%,-7%,39%[activator],8%,50,13%,-1%,-2%,-19%
O=C(CSc1ccccc1C(=O)O)NCc1ccco1,3%,-2%,-2%,9%,22,?,-5%,-6%,-3%
CS(=O)(=O)Nc1ccc(C2=NN(S(=O)(=O)c3ccc(F)cc3)C(c3ccco3)C2)cc1 (stereo unspecified),?,-54%[inhibitor],-25%,?,18,-7%,?,-3%,-2%
Cc1sc2c(c1C)C(=O)/C(=C\Nc1ccncc1)S(=O)(=O)N2C,11%,0%,-6%,-1%,6,-5%,11%,-6%,-28%
COc1ccc(NC(=O)CSCC(=O)Nc2ccc(S(=O)(=O)N3CCOCC3)cc2)cc1,5%,-12%,-4%,13%,1,-3%,-6%,-13%,8%
COc1ccc(CN(C)CC(=O)Nc2ccccc2C(=O)NC2CC2)cc1F,13%,-9%,2%,-3%,-7,-16%,25%,-16%,0%
COc1ccc(Br)c(/C=N/NC(=O)COc2ccc(-c3ccccc3)cc2)c1,-6%,-2%,-9%,-49%[inhibitor],0,?,-17%,-17%,?
COC(=O)N/N=C/c1cc(C)n(-c2ccccc2)c1C,6%,-75%[inhibitor],·,1%,-12,-6%,3%,5%,2%
COc1cc(O)c2c(=O)cc(-c3ccccc3)oc2c1,-5%,21%,0%,?,?,0%,1%,11%,-1%
Cc1ccc(C)n1-c1nc(=S)[nH][nH]1,5%,2%,4%,-2%,-2,-3%,2%,?,-4%
COc1ccc(C(=O)N/N=C/c2ccc(SC)cc2)cc1,13%,5.2µM*,50%[activator],6%,-7,-15%,15%,3%,2%
N#CCC(=O)Nc1ccc(C(=O)NCC(c2ccco2)N2CCCCC2)cc1 (stereo unspecified),-3%,0%,-15%,-1%,20,-8%,-3%,?,2%

Reformatted with two lines to a compound: entries from further up.
Results follow in this order: HT1080-NT tox, SW480 rerep, ATXN2 expr inh, MCF10A rerep, IL-1B inflam inh, KB-V1 cytotox, HT1080 IDH1KD tx, WRN inhibitor, KB-3-1 cytotox
- CCOC(=O)C(Cc1ccccc1)(Cc1ccccc1)C(C)=O
 : 8%, -3%, 6%, 14%, -7, -5%, 5%, 2%, 8%
- Cc1cc(C)nc(N/N=C/c2c[nH]c3ccccc23)n1
 : 2%, -7%, 39%[activator], 8%, 50, 13%, -1%, -2%, -19%

Continued.
SMILES,HT1080-NT tox,SW480 rerep,ATXN2 expr inh,MCF10A rerep,IL-1B inflam inh,KB-V1 cytotox,HT1080 IDH1KD tx,WRN inhibitor,KB-3-1 cytotox
COc1ccc(C(O)c2ncc(-c3ccccc3F)[nH]2)cc1 (stereo unspecified),9%,·,14%,·,12,0%,-3%,3%,0%
CN(CC(=O)Nc1ccc(N2CCOCC2)cc1)C(=O)c1cc(S(=O)(=O)N(C)C)ccc1Cl,-12%,16%,-4%,2%,2,·,-4%,-25%,·
COc1ccccc1OCCCn1c(C)c(C#N)c2ccccc21,-6%,2%,-16%,?,-11,?,-12%,-9%,?
Nc1cccc2c(=O)[nH][nH]c(=O)c12,11%,4%,-22%,-2%,59,-2%,3%,0%,-3%
OCCN(CCO)c1nc2ccccc2[nH]1,19%,-3%,12%,8%,-1,-2%,7%,-3%,-2%
NC(=O)c1cc(S(=O)(=O)N2CCN(c3ccc([N+](=O)[O-])cc3)CC2)cs1,-17%,?,-22%,-1%,37,15%,-11%,-3%,-22%
C=C(Br)CN1CCN(CC(=C)Br)CC1,10%,-7%,5%,1%,11,31%,4%,1%,32%
C=CCn1c(SCC(=O)c2ccc(CNC(C)=O)o2)nc2scc(C3CC3)c2c1=O,-2%,4%,9%,13%,83,-13%,-10%,?,-1%
CC1CCC2(CC1)NC(=O)N(NC(=O)CCc1c[nH]c3ccccc13)C2=O (stereo unspecified),-6%,1%,1%,3%,1,6%,-7%,-15%,?
CCN(CC)C(=O)c1csc(Nc2ccc(C)cc2)n1,23%,-8%,13%,0%,0,15µM*,3%,8%,-4%
O=C1C(Cc2ccccc2)Nc2ncnc(N3CCN(c4ccccc4)CC3)c2N1Cc1ccc(Br)cc1 (stereo unspecified),-7%&-19%,?,5%&-10%,-4%,?,17%&11%,-3%&-26%,-9%&-1%,-5%&0%
Cc1ccc(NC(=O)CN2CCCCC2)c2c1CC(C)(C)O2,0%,-4%,·,?,24,-10%,1%,1%,1%
CCN(C1CCCCC1)S(=O)(=O)CCNC(=O)c1ccc2c(c1)OCO2,1%,0%,-20%,4%,-19,-4%,1%,4%,-2%
Cc1nccc(-c2cc(-c3ccc(Cl)cc3Cl)no2)n1,13%,-10%,45%[activator],-4%,-3,0%,9%,-1%,2%
Cc1cc(C)c2c(=O)cc(C(F)(F)F)oc2n1,4%,-1%,·,-1%,25,-9%,16%,-9%,-2%
CCn1c(=O)c2sccc2n(Cc2cccc(C)c2)c1=O,-11%,18%,0%,-17%,36,?,-21%,15%,-4%
COc1cc(/C=N/NC(=O)c2ccc(Cl)cc2)ccc1OCC(=O)N1CC(C)OC(C)C1 (stereo unspecified),11%,9%,-20%,0%,-10,-14%,-9%,9%,25%
CC1CN(C(=O)CCC(=O)NCc2ccccn2)c2ccccc2O1 (stereo unspecified),0%,-9%,-4%,1%,-6,8%,8%,-2%,15%
Cc1ccc(S(=O)(=O)NC2CCCC2)cc1C,-1%,-1%,-5%,-5%,29,7%,-7%,13%,-4%
CCC(C)(C)c1ccc(OCCCC[n+]2ccccc2)c(C(C)(C)CC)c1,16µM*,?,?,?,-14,?,?,-7%,9.2µM*
O=C(CO/N=C/c1ccccc1)N1c2ccccc2Oc2ccccc21,4%,?,4%,-6%,20,-2%,-1%,-8%,-7%
CCCC[C@H]1COCCS(=O)(=O)N1Cc1cccc(F)c1,2%,0%,-7%,17%,3,?,-4%,-1%,4%&-11%
CCCCCNC(=O)Cn1c(=O)c2c(ncn2CC(C)C)n(Cc2ccccc2)c1=O,12%,0%,-17%,5%,14,?,18%,13%,0%
CC(=O)Oc1ccc2cc(-c3nc4ccccc4n3C)c(=O)oc2c1,7%,-3%,65%[activator],18%,40,8%,-6%,-10%,-3%
COc1cnc(-c2cccc(C(F)(F)F)c2)[nH]c1=O,2%,?,-7%,-12%,13,?,3%,-4%,-12%
CCN(CCCNC(=O)COc1cc(=O)n(CC)c2ccccc12)Cc1ccccc1,-1%,27%,73%[activator],?,13,-30%,0%,9%,?
Cc1cccc(NS(=O)(=O)c2ccc3c(c2)CCC(=O)N3)c1,-7%,-3%,1%&-10%,6%,-16,0%&-20%,2%,0%,0%&-4%
Nc1ncnc2nn(C3OC(CO)C(O)C3O)nc12 (stereo unspecified),?,·,·,·,53,?,13µM*,-2%,-27%
O=c1c(-c2ccccc2)nc2ccccc2n1C(c1ccccc1)c1nc2ccccc2[nH]1 (stereo unspecified),-4%,·,·,·,-53*,-31%,-10%,-9%,-26%
NC(=O)CCC(NC(=S)Nc1ccccc1)C(=O)O (stereo unspecified),14%,1%,·,0%,0,0%,6%,-10%,?
O=C(CN1C(=O)S/C(=C\c2cccc(Cl)c2)C1=O)NCCCn1ccnc1,5%,-2%,·,-5%,-16,?,5%,-4%,12%
O=CN(c1ccccc1)c1ccc2ccccc2c1,-12%,0%,10%,2%,20,-6%,0%,-2%,-1%
CCCCSc1nc2c(c(=O)n1CC)SC(C)C2 (stereo unspecified),0%,-9%,6%,7%,25,6%,0%,6%,-20%
COc1ccc(CCNC(C)C(=O)Nc2ccc(S(N)(=O)=O)cc2)cc1 (stereo unspecified),-1%,?,1%,0%,-3,11%,-2%,2%[57.1 µM],11%
Cc1csc(NC(=O)CCc2ccc(S(=O)(=O)N3CCOCC3)cc2)n1,-8%,21%,-8%,?,-21,23µM*,-7%,-22%[57.1 µM],-25%
O=Cc1ccc2noc(-c3ccc(Cl)cc3)c2c1,-14%,?,53%[activator],25%,-15,23µM*,-13%,-7%,?
Cn1c(CC(=O)Nc2ccccc2C(F)(F)F)c(Sc2ccccc2)c2ccccc21,0%,15%,-6%,10%,-9,?,9%,3%,-23%
O=C(CNC(=O)c1ccccc1F)N/N=C/c1cc(Br)ccc1OC(=O)/C=C/c1ccco1,-41%,6.5µM*,?,?,71,16µM*,4.6µM*,-24%,?
Cc1ccoc1C(=O)NCCCNC(=O)c1occc1C,9%,1%,1%,4%,1,-3%,9%,1%,1%
NC(COCc1ccccc1)c1csc(Nc2ncccn2)n1 (stereo unspecified),-28%,·,6%,·,-24,-3%,-19%,-2%,-1%
